Screens (PubChem BioAssay)
RBX1-CUL1 inh: inhibitors of human ROC1-CUL1 ubiquitin ligase activity; in vitro K48 di-Ub FRET, acceptor:donor ratio, 45 min; 0.6% of 140,000 active; inhibition, % at 10 µM; in the data active = inhibition above about 25%
Target sequence (P62877 whole entry, looked up): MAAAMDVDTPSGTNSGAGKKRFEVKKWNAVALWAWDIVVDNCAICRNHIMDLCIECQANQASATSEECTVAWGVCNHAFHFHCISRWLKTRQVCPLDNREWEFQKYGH
Target sequence (Q13616 whole entry, looked up): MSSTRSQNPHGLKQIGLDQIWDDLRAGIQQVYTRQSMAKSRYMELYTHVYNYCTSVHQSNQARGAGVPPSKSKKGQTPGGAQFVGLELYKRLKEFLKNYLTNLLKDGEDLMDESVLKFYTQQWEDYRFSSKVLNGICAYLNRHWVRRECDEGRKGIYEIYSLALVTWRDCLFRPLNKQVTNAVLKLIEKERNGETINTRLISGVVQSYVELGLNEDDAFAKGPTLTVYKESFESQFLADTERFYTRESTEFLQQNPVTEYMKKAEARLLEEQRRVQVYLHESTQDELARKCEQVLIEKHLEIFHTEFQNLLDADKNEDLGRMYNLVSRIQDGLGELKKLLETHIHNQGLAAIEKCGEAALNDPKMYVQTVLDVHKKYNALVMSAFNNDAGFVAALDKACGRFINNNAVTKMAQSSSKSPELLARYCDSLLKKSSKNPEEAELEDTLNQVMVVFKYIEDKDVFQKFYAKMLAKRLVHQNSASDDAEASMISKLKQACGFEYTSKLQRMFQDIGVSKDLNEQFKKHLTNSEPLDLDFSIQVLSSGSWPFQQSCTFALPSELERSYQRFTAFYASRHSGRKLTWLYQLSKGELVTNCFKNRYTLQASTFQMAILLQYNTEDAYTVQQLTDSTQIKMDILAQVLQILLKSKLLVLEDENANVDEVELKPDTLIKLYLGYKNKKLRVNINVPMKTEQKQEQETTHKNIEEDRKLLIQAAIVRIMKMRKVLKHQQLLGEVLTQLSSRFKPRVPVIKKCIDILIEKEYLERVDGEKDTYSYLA
Numbers without * were called inactive. These rows are one share of the data. The share of hits here may be higher or lower than overall.

smiles,RBX1-CUL1 inh
CCOc1ccc2nc(N(Cc3cccnc3)C(=O)c3ccc4c(c3)OCCO4)sc2c1,7
CC(C)c1ccc(C2NC(=O)c3n[nH]c(-c4cccs4)c32)cc1 (stereo unspecified),0
O=C(O)c1cccc(N2C(=O)/C(=C/c3ccc4c(c3)OCO4)SC2=S)c1,-2
CN(C)c1ccc(C2CC(c3ccc(Br)cc3)=NN2C(=O)CCC(=O)O)cc1 (stereo unspecified),5
Cc1nn(C)c2c1c(C(F)(F)F)cc(=O)n2CC(=O)N1CCN(c2ccccc2F)CC1,15
CCCN(CCC)S(=O)(=O)c1ccc(NC(=O)Cc2ccc(F)cc2)cc1,6
CCCCNC(=O)C1=CC(c2ccc3c(c2)OCO3)=NS(=O)(=O)N1C,8
CCOC(=O)c1cc(-c2ccccc2)n(CCC(=O)Nc2ccc(C(F)(F)F)cc2)c1C,6
Cc1ccnc(NC(=O)/C=C/c2cccs2)c1,-3
Cc1nc2cc3nc(C(F)(F)F)[nH]c3cc2[nH]1,6
COc1ccccc1N=C(c1ccccc1)c1ccccc1,9
CCCC(C)NS(=O)(=O)c1ccc(C)cc1C (stereo unspecified),3
COCCn1c(SCC(=O)Nc2ccc(Br)cc2)nc2c([nH]c3ccccc32)c1=O,1
COc1cc(CNn2cn[nH]c2=S)cc(Cl)c1OCc1ccc(F)cc1,-6
COc1ccc(OC)c(NC(=O)CC(=O)Nc2ccc3nc4n(c(=O)c3c2)CCCCC4)c1,6
O=C(CC1Sc2ccccc2NC1=O)Nc1ccc(Cl)cc1Cl (stereo unspecified),0
O=C1CN(C(=O)COc2ccc(Cl)cc2)C(c2ccc(F)cc2)c2cc(Cl)ccc2N1 (stereo unspecified),4
Cc1ccc(-n2ncc(C(=O)N3CCCCC3CCO)c2NC(=O)c2ccco2)cc1C (stereo unspecified),-9
COc1ccc(OC)c(C2CC(=O)NC3=C2C(=O)CC(C)(C)C3)c1 (stereo unspecified),6
Cc1ccc(-c2c3nnc4ccccc4c3nc3sc4c(=O)oc(C)nc4c23)cc1,1
CC(=O)N1N=C(c2ccco2)CC1c1ccc(Br)cc1 (stereo unspecified),-1
O=C(CCn1c(=O)c2cccn2c2ccc(F)cc21)NCCc1ccc(Cl)cc1,8
CN1CCCCC1=Nc1cc(N(C)C)nc2ccccc12,-1
CCc1ccc(-c2nc(CN3CCC(C(=O)NCCc4ccc(Cl)cc4)CC3)c(C)o2)cc1,-3
COc1ccc(N(CC(=O)Nc2ccccc2Sc2ccccc2)S(C)(=O)=O)c(OC)c1,-11
CC(NC(=O)c1ccco1)c1ccc(Br)cc1 (stereo unspecified),-3
Cn1cc(C(c2cccs2)c2cn(C)c3ccccc23)c2ccccc21,3
Cc1ccc(S(=O)(=O)NC(=O)Nc2nccs2)cc1,1
CCOC(=O)c1ccc(N2C(=O)c3n[nH]c(-c4cccs4)c3C2c2cccc(O)c2)cc1 (stereo unspecified),1
CCCn1cc(S(=O)(=O)c2ccc(CC)cc2)c(=O)c2cc(F)c(N3CCN(C)CC3)cc21,-3
Cn1c2c(c3ccccc31)OC(=N)C(C#N)C2c1ccc(Cl)cc1 (stereo unspecified),1
O=C(NCc1ccc(Cl)cc1Cl)C1CCN(C(=O)c2ccc(Br)cc2)CC1,2

Next section, overlapping the part above by 7 compounds.
smiles,RBX1-CUL1 inh
CC(NC(=O)c1ccco1)c1ccc(Br)cc1 (stereo unspecified),-3
Cn1cc(C(c2cccs2)c2cn(C)c3ccccc23)c2ccccc21,3
Cc1ccc(S(=O)(=O)NC(=O)Nc2nccs2)cc1,1
CCOC(=O)c1ccc(N2C(=O)c3n[nH]c(-c4cccs4)c3C2c2cccc(O)c2)cc1 (stereo unspecified),1
CCCn1cc(S(=O)(=O)c2ccc(CC)cc2)c(=O)c2cc(F)c(N3CCN(C)CC3)cc21,-3
Cn1c2c(c3ccccc31)OC(=N)C(C#N)C2c1ccc(Cl)cc1 (stereo unspecified),1
O=C(NCc1ccc(Cl)cc1Cl)C1CCN(C(=O)c2ccc(Br)cc2)CC1,2
CCCCOC(=O)C1C2C=CC3(CN(c4ccc(OC)cc4)C(=O)C13)O2 (stereo unspecified),6
COc1cccc(OCC(O)CN2CCN(Cc3ccccc3)CC2)c1 (stereo unspecified),3
CCOC(=O)c1cc(NCCN(C)CC2c3ccccc3C=Cc3ccc(Cl)cc32)c2c(Cl)cc(Cl)cc2n1 (stereo unspecified),-5
CC(=O)Nc1ccnn1C1CCN(CCC(C)c2ccc(C)o2)CC1 (stereo unspecified),4
CCOC(=O)C1CCCN(C2CCN(c3ccc(NC(=O)CCc4ccccc4)cc3)CC2)C1 (stereo unspecified),-6
COc1ccc(-c2noc(-c3ccc(NCc4cccnc4)c([N+](=O)[O-])c3)n2)cc1OC,3
Cc1ccc(NC(=S)NNC(=O)c2cn(C)nc2C)cc1,-1
CCOC(=O)NC(NC(=O)OCC)c1cccc(OC)c1,-1
CC(=O)Nc1ccc(-c2c[n+]3cc(C)c(C)cc3n2C)cc1,2
COc1ccc(S(=O)(=O)N2CCN(c3ccc(C)cc3C)CC2)cc1,1
O=c1cc(C2CCN(Cc3cccn3-c3ccccn3)CC2)nc[nH]1,8
O=C(CS(=O)(=O)c1ccc2ccccc2c1)N1CCCCCC1,10
c1ccc(Oc2cc3nnnn3cn2)cc1,12
COc1ccc(N2CCN(c3nc(C)c4c(n3)CC(C)CC4=O)CC2)cc1 (stereo unspecified),5
Cc1cc(C(F)(F)F)nc(N=C(N)Nc2ccc(Oc3ccccc3)cc2)n1,1
CCOc1ccccc1NC(=O)Cn1c(=O)n(Cc2ccccc2)c(=O)c2c(C)c(C)sc21,8

Some of the entries so far, with each value named:
Structure: CCOc1ccccc1NC(=O)Cn1c(=O)n(Cc2ccccc2)c(=O)c2c(C)c(C)sc21
- RBX1-CUL1 inh: 8

Structure: Cc1cc(C(F)(F)F)nc(N=C(N)Nc2ccc(Oc3ccccc3)cc2)n1
- RBX1-CUL1 inh: 1

Structure: c1ccc(Oc2cc3nnnn3cn2)cc1
- RBX1-CUL1 inh: 12

Structure: COc1ccc(N2CCN(c3nc(C)c4c(n3)CC(C)CC4=O)CC2)cc1 (stereo unspecified)
- RBX1-CUL1 inh: 5

(further entries)
smiles,RBX1-CUL1 inh
CC(CCc1ccccc1)NS(=O)(=O)c1ccc(Cl)cc1 (stereo unspecified),0
CCn1c2ccccc2c2cc(CN3CCN(Cc4ccccc4F)CC3)ccc21,4
COc1ccc(-c2cc(-c3ccccc3)nc3sc(C(=O)Nc4c(Cl)cc(Cl)cc4Cl)c(N)c23)cc1,9
COC(=O)C1=NN(c2ccc(C)cc2)C2(S1)S/C(=C\c1ccccc1)C(=O)N2c1ccccc1 (stereo unspecified),1
OC(CN1CCCCC1)c1ccc(C2CCCC2)cc1 (stereo unspecified),-1
CCC(C)NS(=O)(=O)Cc1cccc(C)c1 (stereo unspecified),-16
Cc1ccc(S(=O)(=O)N2CCc3cc(C(=O)N(C)Cc4ccccc4)ccc32)cc1,6
COc1cccc(CNC(=O)Cn2ncc3c(=O)oc4ccccc4c32)c1,-2
Cc1cc(C)n(-c2nc3ccccc3nc2Nc2ccc(N(C)C)cc2)n1,10
CN(CCc1ccccn1)c1ncccc1CNC(=O)C1CCCCCC1,6
CC(C)(C)C(=O)NC1CCN(Cc2ccccc2)CC1,-4
O=C(NC(c1ccccc1)c1ccccc1)C(c1ccccc1)N1CCCCC1 (stereo unspecified),-2
Cc1cccc(N2CCN(C(=O)c3cnn(-c4ccccc4)c3C3CCN(C(=O)OC(C)(C)C)CC3)CC2)c1C,-3
COC(=O)C1C(C)=NC(=O)/C1=C\c1ccccc1Cl (stereo unspecified),8
Cn1c(Cc2ccccc2)nnc1SCC(=O)NNC(=O)Cc1ccccc1,-3
O=C(O)c1ccc(Cn2c(SCc3ccc(F)cc3)nc3ccncc32)cc1,8
Cc1sc(NC(=O)CCSCCC(=O)Nc2sc(C)c(C)c2C#N)c(C#N)c1C,0
COc1cc(/C=C2\SC(=Nc3cc(C)ccc3C)N(c3cc(C)ccc3C)C2=O)ccc1OCC(=O)O,-3
COc1ccc(-c2c(C)c3ccc(O)c(CN4CCOCC4)c3oc2=O)cc1OC,0
COc1ccccc1NC(=O)CSc1nc(N)c2c3c(sc2n1)COC(C(C)C)C3 (stereo unspecified),-1
O=C(NCCNC1NS(=O)(=O)C2CCCCC12)c1ccc(S(=O)(=O)N2CCOCC2)cc1 (stereo unspecified),1
CC(C)(C)c1cc(Cl)c(O)c(NC(=S)NC(=O)c2ccccc2Cl)c1,1
CCn1c(C(=O)OC)c(N)c2c1c1ccccc1n1nnnc21,-8
Nc1nc(-c2ccco2)nn1S(=O)(=O)c1ccc(Cl)cc1,5
O=C1CC(c2c(F)cccc2Cl)c2c(ccc3ccccc23)N1 (stereo unspecified),-7
CCN(CC)C(=O)CSc1nc2sc3c(c2c(=O)n1-c1ccccc1)CCCC3,-5
O=C(N/N=C(\C=C\c1ccccc1)c1ccccc1)c1cccs1,-10
CC(=O)N1CCc2cc(Br)cc(S(=O)(=O)N3CCC(C)CC3)c21,4
O=C(Nc1ccc(F)cc1)Nc1ccc2snnc2c1,9
CC(C)(C)CC(=O)Oc1ccc2c(=O)c(Oc3ccc4ccccc4c3)coc2c1,0
Cc1cc([N+](=O)[O-])cnc1Sc1nccn1C,2
CSCCNC(=O)C1CCN(c2ccccc2)C1=O (stereo unspecified),5
O=C(CCCn1cncn1)N1CCC(CCC(=O)N2CCc3ccccc3C2)CC1,7
NC(=S)NC(=O)CN1C(=O)c2ccccc2C1=O,-5
COCc1cc(C)nc2sc(C(=O)Nc3ccccc3Cl)c(N)c12,-3
Cc1ccc2cc(C3c4ccc(N)cc4OC(=N)C3C#N)c(Cl)nc2c1 (stereo unspecified),10
COc1ccc(NC(=O)CN(C)S(=O)(=O)c2ccc3[nH]c4c(c3c2)CCCC4)cc1Cl,0
Cc1oc2c(c1C(=O)Nc1cccc(Br)c1)C1=NCCN1C=N2,4
Nc1ncncc1-c1ccccc1,1
CC(C)Sc1nncc(-c2cc3c(c(SC(C)C)n2)CCCCC3)n1,-7
CN(C)C1Cc2ccccc2Sc2ccccc21 (stereo unspecified),12
OC1c2ccccc2CSc2ccc(Cl)cc21 (stereo unspecified),2
COc1ccc(-c2nc(N)n(C(=O)c3ccccc3Cl)n2)cc1,3
CCOc1ccc(NC(=O)CSc2nnc(-c3cccc(N)c3)n2C)cc1,10
Cc1cccc(-c2nnc(CCc3ccccc3)o2)c1,3
COc1ccc(C(=O)NCCO)cc1S(=O)(=O)N1CCCCC1,-5
O=C(CN1CCN(c2cc(C3CCNCC3)ncn2)CC1)N1CCCC1,5
CCn1c(=O)c2c(nc3n(CC)c(C)cn23)n(C)c1=O,12
O=c1c(-c2cc(-c3ccccc3)nc3c2COc2ccccc2-3)coc2ccc(Cl)cc12,-8
O=C(NCCc1csc(-c2ccc(F)cc2)n1)c1ccc(Br)o1,5
Cc1ccc2[nH]c3c(c2c1)CCCCC3C#N (stereo unspecified),4
Cn1cc(CNC2CC(C)(C)Cc3nc(N4CCOCC4)ncc32)cn1 (stereo unspecified),7
CSCCCNCc1c(C(=O)N2CCOCC2)nc2ccccn12,-5
CCOC(=O)N1CCN(Cc2ccc3c(c2)CN(C(=O)c2ccc(F)c(Cl)c2)CCO3)CC1,5
COc1ccc(CC(=O)Nc2ccc(NC(=O)c3ccccc3F)cc2)cc1,-8
Cn1nc(C(=O)NCc2ccccc2Cl)c2c1-c1ccccc1SC2,-3

(listing goes on)
smiles,RBX1-CUL1 inh
COc1ccc(-c2cc(-c3ccc(C)cc3)nc3sc(C(=O)Nc4cc(C)ccc4C)c(N)c23)cc1OC,-3
Cc1ccc2c(c1)c(=O)c(S(=O)(=O)c1ccc(F)cc1)cn2CC(=O)Nc1ccc2c(c1)OCO2,-4
CC(C)N(C)Cc1nnnn1CC(=O)N1CCCC(C(=O)c2ccccc2)C1 (stereo unspecified),-6
Cc1c(C(C)NC(=O)c2coc(COc3ccc4c(c3)OCO4)n2)cnn1C (stereo unspecified),14
COC(=O)c1ccc(COC(=O)CNC(=O)CNC(=O)c2ccc(C)cc2)cc1,-2
Clc1ccc(C2=NCCn3cccc32)cc1Cl,-3
CCc1ccc(NS(=O)(=O)c2c(C)nc3sc(CC)nn3c2=O)cc1,7
Cc1cc(C)c2nc(-c3ccc(Cl)cc3)cc(C(=O)Nc3ccc(Oc4ccccc4)cc3)c2c1,0
Cc1ccc(NC(=O)CN2CCCC(C)C2)cc1C (stereo unspecified),1
CCSC(=O)NCc1ccccn1,-6
COc1ccc(C(=O)n2ncnc2N)cc1COc1cccc(C)c1,0
CC1=CN2C(=N)/C(=C/c3ccc(-c4ccccc4Cl)o3)C(=O)N=C2S1,-3
CCOC(=O)c1c(NC(=O)CSc2nnc(-c3ccco3)n2CC)sc2c1CCCC2,1
CC(C)N(C)Cc1nnnn1CC(=O)NCC1(c2ccccc2)CCOCC1,6
CCOC(=O)c1cnc2c(-c3ccccc3)c(C)nn2c1-c1ccccc1,7
CCCCOC(=O)c1ccc(-c2ccc(/C=N/NC(=S)NCC)o2)cc1,7
Cc1ccc(C2C(C(=O)c3cc4ccccc4o3)C(=O)C(=O)N2c2nnc(SCc3cccc4ccccc34)s2)cc1 (stereo unspecified),-9
